Screening data (PubChem BioAssay)
esBAF inh = inhibitors of esBAF chromatin remodeling in mouse ES cells; Bmi1-luciferase knock-in reporter, 24 h; 100% = twice the neutral-well signal; reporter increase, % at 12.5 µM; 350,000 tested, 2% active; in the data active means activation above about 40%;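 further: 0% = median of the plate's neutral control wells and 100% = double that signal; a rise in the Bmi1 reporter signal indicates esBAF inhibition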
RAD52 anneal inh = inhibitors of human RAD52 DNA annealing; P43351; recombinant RAD52 DNA annealing, FRET fluorescence; inhibition, % at 18.7 µM; 360,000 tested, 0.46% active; AID 651710;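 active means every replicate showing at least 50% inhibition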
XiGFP reactiv = reactivates the inactive X chromosome in mouse fibroblasts | XiGFP mouse fibroblasts, % GFP-positive cells imaging, 3 d; cells co-treated with 5-aza-dC sensitizer; scaled so ellipticine positive control = 100% | AID 743238 | activation, % at 7.58 µM | 360,000 tested, 0.055% active;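 active means mean normalized replicate activation at least 10% and every replicate at or above 10%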;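 further: 0% = median of on-plate neutral control wells and 100% = ellipticine 6 µM median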
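Material: XiGFP fibroblasts, SV40-immortalized; Buffer or medium: DMEM containing 5-aza-dC; Compound dosing: single point; Times: 3 days compound exposure.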
ERAP1 inh = inhibitors of human ERAP1 aminopeptidase; inhibition, % at 10.7 µM; 340,000 tested, 0.15% active; Q9NZ08; recombinant ERAP1, Leu-AMC fluorescence, 60 min; AID 652197;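 active means mean replicate inhibition of at least 30%, or all replicates individually reaching that 30% level; inactive means mean below 30% and not every replicate reaching it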;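 further: 0% = neutral control wells and 100% = L-leucinethiol positive control wells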
GSIS activator = primary screen for activators of insulin secretion dependent on glucose, INS-1E cells, GLuc reporter luminescence | activation, % at 16.6 µM | 370,000 tested, 0.61% active | AID 743287 | INS-1E GLuc reporter insulin secretion, 2-3 h;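 active means lowest replicate activation of at least 40%, so every replicate reaches that level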;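 further: 0% = median of neutral control wells and 100% = median of IBMX positive control wells; some compounds called inactive have numbers as strong as hits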
F508del corr = correctors of CFTR F508del function in bronchial epithelial cells; 350,000 tested, 0.36% active; CFBE cells, YFP halide quenching; stimulated with forskolin plus potentiator P3; % fluorescence drop versus neutral controls; AID 720511; activity (quench increase), % at 7.58 µM;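 active means mean added fluorescence quench of at least 8% versus neutral control, with both replicates also reaching 8%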;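 further: cells transiently co-express mutant CFTR-F508del with the halide-sensitive YFP; corrector assay measuring rescue of mutant channel to the surface after 24 h compound exposure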
ARNT TACC3 PPI = disrupts binding between human ARNT and TACC3 | inhibition, % at 9.99 µM | Q9Y6A5 | AlphaScreen His-ARNT PAS-B/GST-TACC3 binding, luminescence; TACC3 fragment carries E629A point mutation | 390,000 tested, 0.66% active;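 active means mean inhibition of replicates at least 50% and at least half of replicates each reaching 50%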;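 further: 0% = complete ARNT plus TACC3 wells and 100% = ARNT alone without TACC3; many hits fall short of the cut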
RAD54 branch = blocks human RAD54 Holliday junction branch migration; 360,000 tested, 0.14% active; AID 602329; inhibition, % at 10.4 µM; FAM/BHQ fluorescence;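 active means mean normalized replicate activity at least 40 and at least half of replicates scoring 40 or more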;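 further: 0% = median of neutral control wells and 100% = median of positive control wells; inhibitors cause a drop in the FAM fluorescence signal; in these data hits start at about 50%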
Target sequence (Q92698 whole entry, looked up): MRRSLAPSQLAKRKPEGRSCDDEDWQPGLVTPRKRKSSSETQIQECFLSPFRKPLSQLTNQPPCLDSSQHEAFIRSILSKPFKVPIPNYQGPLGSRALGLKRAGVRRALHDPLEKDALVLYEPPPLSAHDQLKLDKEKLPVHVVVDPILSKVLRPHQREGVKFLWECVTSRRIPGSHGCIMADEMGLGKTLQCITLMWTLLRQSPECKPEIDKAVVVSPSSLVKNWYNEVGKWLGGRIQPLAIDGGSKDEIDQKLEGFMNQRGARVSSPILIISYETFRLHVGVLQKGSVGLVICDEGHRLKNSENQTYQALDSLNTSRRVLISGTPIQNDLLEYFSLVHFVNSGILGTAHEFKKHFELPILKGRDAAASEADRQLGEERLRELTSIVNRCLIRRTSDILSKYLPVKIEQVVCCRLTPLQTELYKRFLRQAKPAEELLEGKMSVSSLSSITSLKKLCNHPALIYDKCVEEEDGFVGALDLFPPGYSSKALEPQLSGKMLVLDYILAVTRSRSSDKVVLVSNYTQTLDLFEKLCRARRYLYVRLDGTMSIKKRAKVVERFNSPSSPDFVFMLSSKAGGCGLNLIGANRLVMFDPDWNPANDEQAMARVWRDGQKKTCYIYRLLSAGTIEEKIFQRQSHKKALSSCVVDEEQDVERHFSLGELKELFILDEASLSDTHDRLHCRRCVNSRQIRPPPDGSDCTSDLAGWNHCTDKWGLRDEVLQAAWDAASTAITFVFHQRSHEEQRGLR
* = called active by the depositor; nt = not tested or not shown; & = joins results of further samples.

1) O=C(CN1CCN(C(c2ccccc2)c2ccccc2)CC1)N1CCN(c2ccccc2)CC1
2) O=C(CCCCCNC(=O)c1ccccc1)N/N=C/c1ccco1
3) CCOc1ccccc1NC(=O)CSc1nc2ccccc2nc1N1CCCC1
4) C[C@H]1CN([C@@H](C)CO)C(=O)c2cc(-c3cccnc3)cnc2O[C@H]1CN(C)C(=O)Nc1ccccc1
5) COc1ccc(S(=O)(=O)N(C)C[C@@H]2OCCCC[C@H](C)Oc3ccc(NC(=O)c4ccncc4)cc3C(=O)N([C@H](C)CO)C[C@H]2C)cc1
6) C[C@@H]1CN([C@@H](C)CO)C(=O)CCCn2cc(nn2)CO[C@@H]1CN(C)S(=O)(=O)c1ccc(C#N)cc1
7) CCCCCCn1c(=O)n2n(c1=O)C[C@]1(OC(=O)Nc3c(C)noc3C)CN(S(=O)(=O)c3ccc(C)cc3)C[C@]1(O)C2
8) CCC(C)c1ccc(C2C3=C(Nc4nc(N)[nH]c(=O)c42)c2ccccc2C3=O)cc1 (stereo not given)
9) COc1cccc(C(=O)Nc2ccc3c(c2)C(=O)N(C)C[C@H](OC)[C@H](C)CN(CCc2ccccc2)[C@@H](C)CO3)c1
10) COc1ccc(OC)c(NC(=O)c2ccc(Cl)cc2)c1

Screen / compound no.	1	2	3	4	5	6	7	8	9	10
esBAF inh	nt	-4.5	-11.9	0.0	-0.5	-2.9	1.8	-18.0	2.3	-5.7
RAD52 anneal inh	-36.3	-10.0	-14.0	6.1	5.8	3.0	-2.5	-6.8	0.1	-4.8
XiGFP reactiv	-0.1	0.1	0.0	-0.2	0.0	-0.1	0.0	0.0	0.4	0.0
ERAP1 inh	-3.9	0.2	4.8	-2.0	-2.0	0.9	1.5	2.2	nt	-3.7
GSIS activator	-17.6	3.7	-2.7	5.9	5.9	-4.5	-27.2	4.5	-16.5	-12.2
F508del corr	0.3	-3.4	1.2	0.4	0.8	0.5	-1.6	0.9	2.4	-5.1
ARNT TACC3 PPI	11.0	nt	-6.4	-2.9	0.9	-2.3	nt	-4.0	-4.0	-0.1
RAD54 branch	3.2	-1.6	15.3	-11.7	1.6	7.8	6.3	2.6	2.3	nt

A different layout for part of the listing above:
nr | mol | esBAF inh | RAD52 anneal inh | XiGFP reactiv | ERAP1 inh | GSIS activator | F508del corr | ARNT TACC3 PPI | RAD54 branch
7 | CCCCCCn1c(=O)n2n(c1=O)C[C@]1(OC(=O)Nc3c(C)noc3C)CN(S(=O)(=O)c3ccc(C)cc3)C[C@]1(O)C2 | 1.8 | -2.5 | 0.0 | 1.5 | -27.2 | -1.6 | nt | 6.3
8 | CCC(C)c1ccc(C2C3=C(Nc4nc(N)[nH]c(=O)c42)c2ccccc2C3=O)cc1 (stereo not given) | -18.0 | -6.8 | 0.0 | 2.2 | 4.5 | 0.9 | -4.0 | 2.6

(list continues)
11) COc1ccc(NC(=O)Nc2ccc3c(c2)[C@H]2C[C@@H](CC(=O)NCc4ccccn4)O[C@@H](CO)[C@H]2O3)cc1
12) Cc1nc(N2CCOCC2)c2c(C)c(C(=O)Nc3ccc(C(F)(F)F)cc3)sc2n1
13) C[C@@H]1CN([C@@H](C)CO)C(=O)c2cc(NC(=O)Nc3ccc(C(F)(F)F)cc3)ccc2O[C@@H](C)CCCCO[C@H]1CN(C)Cc1ccccc1
14) CCOc1ccc(CCNC(=O)c2c(C)noc2C)cc1OCC
15) Cc1ccc(-c2nc3ccc(Cl)cn3c2Cc2ccsc2)cc1
16) CS(=O)(=O)Nc1ccc2c(c1)[C@@H]1C[C@H](CC(=O)NCc3ccc(Cl)cc3)O[C@H](CO)[C@@H]1O2
17) CCCc1cc(=O)[nH]c(SCC(=O)Nc2ccc(OC)c(S(=O)(=O)N3CCCCC3)c2)n1
18) Cc1ccc(C)c(C(=O)COC(=O)Cn2[nH]c(=O)c3ccccc3c2=O)c1
19) C[C@H](CO)N1C[C@H](C)[C@H](CN(C)S(=O)(=O)c2cccs2)Oc2ccc(NC(=O)CCN3CCOCC3)cc2CC1=O
20) CCC(COC)NC(=O)CCc1nnc(Cc2c[nH]c3ccccc23)o1 (stereo not given)

Screen / compound no.	11	12	13	14	15	16	17	18	19	20
esBAF inh	-2.1	-8.8	-7.2	-6.4	28.9	-4.7	2.4	-12.4	-5.1	0.3
RAD52 anneal inh	-8.2	-13.0	6.0	-11.7	-34.1	6.6	-17.3	-10.7	16.2	-9.3
XiGFP reactiv	0.3	0.4	0.0	0.1	0.0	0.5	0.0	0.0	0.0	0.0
ERAP1 inh	-1.7	4.4	-1.7	2.9	-3.6	-0.5	-12.0	1.6	-2.5	-2.2
GSIS activator	14.0	-43.8	23.7	5.7	-14.1	8.0	-1.1	17.0	16.0	-1.5
F508del corr	-3.2	-4.4	0.2	-1.8	2.5	-5.3	0.3	-3.8	-2.2	-1.9
ARNT TACC3 PPI	-4.2	0.3	-0.6	3.1	nt	-2.7	1.0	-5.5	nt	12.2
RAD54 branch	-19.2	-3.5	-7.1	-5.7	1.9	-5.9	2.9	-4.1	-13.4	7.3

21) CC(C)N(C(=O)[C@H]1CC(CC(=O)NCCCn2ccnc2)C(=O)N2CCc3c([nH]c4ccccc34)[C@]12C)C(C)C (stereo not given in full)
22) COc1c(Cl)cc(-c2noc(C)c2C(=O)NCc2ccc3c(c2)OCO3)cc1Cl
23) NC(=S)NC(=O)c1ccccc1
24) Cc1nn(C(C)C(=O)Nc2sc3c(c2C#N)CCCC3)c(C)c1[N+](=O)[O-] (stereo not given)
25) O=[N+]([O-])c1ccc(-[n+]2nc(-c3ccccc3)nn2-c2ccccc2)cc1
26) C[C@@H]1CCCCO[C@@H](CN(C)C(=O)Nc2cccc3ccccc23)[C@@H](C)CN([C@@H](C)CO)C(=O)c2cc(NS(=O)(=O)c3ccc(Cl)cc3)ccc2O1
27) O=C(Nc1ccc(F)cc1)N1CCCCN2[C@H](C1)[C@H](c1ccc(C3=CCCCC3)cc1)[C@@H]2CO
28) O=c1[nH]c(SCc2ccc(Cl)cc2)nc2ccccc12
29) C[C@H]1CN([C@@H](C)CO)C(=O)c2cc(NC(=O)CCCCCC(=O)Nc3ccccc3N)ccc2O[C@@H]1CN(C)C(=O)Nc1ccc(C(F)(F)F)cc1
30) O=C(CCC(=O)N(CC(=O)NC1CCCCC1)Cc1cccs1)Nc1nccs1

Screen / compound no.	21	22	23	24	25	26	27	28	29	30
esBAF inh	-5.4	3.2	10.3	-6.8	-6.8	4.1	nt	nt	nt	-2.8
RAD52 anneal inh	2.1	-17.4	-9.3	nt	5.6	-8.4	-16.6	-9.2	-17.5	-14.5
XiGFP reactiv	0.1	-0.2	0.1	nt	0.3	0.0	-0.1	0.1	0.9	0.0
ERAP1 inh	-1.6	nt	0.2	nt	0.5	2.2	-4.7	-1.8	-1.2	nt
GSIS activator	10.3	-10.0	10.7	-36.4	7.2	16.3	-5.3	11.0	16.2	-6.1
F508del corr	-0.8	0.9	1.1	nt	1.3	-1.7	0.9	-1.8	-1.4	-2.6
ARNT TACC3 PPI	21.8	-6.0	0.8	-3.8	16.8	8.6	-1.4	-3.3	nt	-1.1
RAD54 branch	-4.0	-15.8	-0.6	4.0	-7.0	-1.4	7.4	nt	nt	0.1

31) CC1CCCN(C(=O)C2CCN(c3ncnc4c3nc3n4CCCCC3)CC2)C1 (stereo not given)
32) C/C(=C1/SC(N2CCOCC2)=NC1=O)c1ccc(Cl)cc1
33) CN(C)Cc1c(O)ccc2c(=O)c(-c3ccccc3Cl)coc12
34) Cc1cc2c(nc1C)CCCN2C
35) CC1CCc2c(sc(NC(=O)C(=O)NCc3ccco3)c2C#N)C1 (stereo not given)
36) CCN(c1ccccc1)S(=O)(=O)c1ccc(C(=O)NC2CCCCC2)cc1
37) Cc1ccc(-c2nc3ncccn3c2N)cc1
38) Cc1ccc(C(=O)OCC(=O)c2c(N)n(C)c(=O)n(C)c2=O)cc1S(=O)(=O)N1CCOCC1
39) CCOc1ccc(N(CC)S(=O)(=O)c2ccc3c(c2)n(C)c(=O)c(=O)n3C)cc1
40) O=C(NC1CCCC1)C(c1ccccc1)N(C(=O)c1csnn1)c1ccccc1F (stereo not given)

Screen / compound no.	31	32	33	34	35	36	37	38	39	40
esBAF inh	5.2	-0.1	6.2	nt	13.1	-2.9	nt	-1.6	-7.2	3.1
RAD52 anneal inh	-4.1	5.5	-7.1	-20.1	-12.1	-92.3	-12.1	-12.1	-5.8	4.1
XiGFP reactiv	0.0	nt	-0.1	0.0	nt	-0.1	0.1	0.0	0.0	0.0
ERAP1 inh	-4.8	0.4	2.7	56.4*	-5.4	-0.5	nt	0.0	-2.6	4.2
GSIS activator	-0.7	21.3	-1.9	2.0	11.2	-6.8	21.3	nt	nt	7.3
F508del corr	0.9	nt	0.7	-1.0	nt	2.2	1.8	1.4	3.7	1.5
ARNT TACC3 PPI	1.7	-4.8	-5.7	nt	-2.1	nt	nt	13.8	-16.3	-22.2
RAD54 branch	5.8	-0.4	-8.9	nt	-0.2	11.9	nt	2.1	-0.9	1.0

41) Cc1cc(C)n(-c2nnc(C)n2/N=C/c2ccc(O)cc2)n1
42) C#CCn1c(-c2cccs2)nc2ccccc21
43) CCCCC(=O)Oc1c(S(=O)(=O)c2ccc(C)cc2)c(C)nn1C(C)(C)C
44) N#C[C@@H]1[C@@H](c2ccc(-c3ccccc3F)cc2)[C@H](CO)N1C(=O)c1ccccn1
45) COc1ccc(C2=CC(=O)C[C@H](c3ccc(OC)cc3)C2)cc1
46) CC(C)N1CCC(C)(C(=O)Nc2ccc(-n3cccc3)cc2)C1 (stereo not given)
47) CS(=O)(=O)N(CC(=O)Nc1cccc([N+](=O)[O-])c1)c1ccccc1
48) Cc1nn(-c2ccccc2)c(C)c1C(=O)OCC(=O)Nc1ccccc1F
49) Cc1noc(C)c1NC(=O)N(C)C[C@@H]1Oc2cc(C#CCC(C)C)ccc2S(=O)(=O)N([C@H](C)CO)C[C@H]1C
50) CN(C)CCCNC(=O)C[C@@H]1CC[C@H]2[C@H](COc3ccc(NS(C)(=O)=O)cc3C(=O)N2C)O1

Screen / compound no.	41	42	43	44	45	46	47	48	49	50
esBAF inh	nt	-3.9	-3.9	-6.4	37.6	0.6	nt	36.5	8.7	7.3
RAD52 anneal inh	-14.7	-7.5	-8.7	-54.4	-9.9	-32.5	-10.2	-12.1	-8.1	-14.9
XiGFP reactiv	0.0	0.3	0.2	0.5	0.0	0.5	0.1	0.0	-0.3	0.2
ERAP1 inh	-4.4	2.5	0.9	-0.2	-0.4	-2.8	-1.4	2.1	1.3	-1.4
GSIS activator	9.4	29.3	-19.5	1.2	-17.4	nt	-1.8	3.6	-14.0	16.1
F508del corr	-0.1	2.3	-0.2	-0.9	1.6	-1.6	3.9	-0.6	-0.2	-2.5
ARNT TACC3 PPI	nt	-1.1	-0.3	-3.2	1.7	nt	1.4	nt	-2.1	-8.2
RAD54 branch	nt	9.6	-5.8	-7.3	5.7	-3.6	nt	0.9	-0.5	-0.1

51) CC(C)(C)CC(C)(C)NC(=O)c1ccccc1
52) COc1ccc(NC(=O)COc2cccc(C(F)(F)F)c2)cn1
53) O=S(=O)(NCCN1CCOCC1)c1cccs1
54) C[C@H]1CN([C@@H](C)CO)C(=O)c2cc(NC(=O)C3CCCCC3)ccc2O[C@H]1CN(C)CC1CCCCC1

Screen / compound no.	51	52	53	54
esBAF inh	nt	-1.6	-12.2	-1.5&-4.1
RAD52 anneal inh	-18.9	-86.8	-19.7	4.9&-7.0
XiGFP reactiv	0.0	0.1	0.0	3.5&0.0
ERAP1 inh	-3.5	-0.5	0.4	0.0&-4.0
GSIS activator	-5.5	3.7	12.2	14.2&9.5
F508del corr	0.4	-2.5	-3.1	-2.3&-1.3
ARNT TACC3 PPI	18.9	-5.7	-6.1	4.3&0.3
RAD54 branch	nt	-3.7	-7.6	0.0&-8.5
